From PubChem BioAssay
P. falciparum M17LAP: P. falciparum M17LAP inhibitors, primary screen, biochemical, fluorogenic H-Leu-NHMec substrate, 1536-well (AID 1619); recombinant M17LAP, H-Leu-NHMec fluorogenic kinetic assay; higher % means a stronger effect; 0.38% of 220,000 active; inhibition, % at 30 µM; hits with a dose series show IC50 in µM;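 active = compound inhibiting the enzyme by more than half at any dose during confirmatory dose-response retesting; inconclusive = strong single-dose inhibitors picked by rank but not retested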;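 also: plate controls were full reaction with DMSO carrier for no effect and no enzyme background for full effect; strong numbers were not always called active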
Autophagy HCS: modulators of autophagy; AID 463193; MEF GFP-LC3 puncta imaging; test concentration mostly 10 µM; calls only at 10 µM (by protocol); 0.98% of 190,000 active;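 active = percentage of spot-positive cells more than 3 SD above its plate mean, without a fluorescence outlier flag or 80% toxicity; inconclusive = no clear call, values can overlap the other calls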;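 also: spot-positive cell cutoff set from DMSO-treated cells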
MT stabilize HCS: microtubule stabilization, imaging screen | 0.83% of 200,000 active | HeLa tubulin immunostaining HCS, 24 h; share of cells brighter than vehicle mean+2SD | % tubulin-high responders, % at 10 µM;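 active = plate Z-score above 3 for both tubulin-high and condensed-nucleus cell shares, with cell loss under 80%, at 10 µM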;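 also: anti alpha tubulin signal scored within the nucleus-defined area of each cell; some results filed as inactive read as strong as hits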
Yfh1-depleted yeast: mitochondrial function rescue without frataxin homolog – Friedreich's ataxia, plus single-dose screen, dose response (AID 1465). 0.074% of 220,000 active. S. cerevisiae Yfh1-off respiration, WST-1 reduction, 72 h; higher fold induction means a stronger effect. fold induction at 50 µM; hits with a dose series show EC50 in µM;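 active = fold induction of absorbance versus untreated yeast above a set limit, then at least 30% activation at any dose in follow-up; inconclusive = repeats straddling the limit, or above it without dose testing; inactive = fold induction below the set limit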;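 also: activators that raise dye reduction in frataxin-depleted yeast; strong numbers were not always called active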
Insulin prom up: MIN6 insulin promoter up-regulation; z-score at 5 µM; 0.3% of 190,000 active; MIN6 insulin promoter-GFP reporter, high-content imaging; hits give high values; AID 1625;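 active = z-score above 3 at 5 µM with at least 500 cells counted in the well; inconclusive = wells under 500 cells, flagged as cytotoxic or low count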
b-catenin transl: beta-catenin nuclear translocation modulation. HeLa beta-catenin nuclear translocation, immunofluorescence imaging. 0.3% of 190,000 active. nuclear translocation activity, % at 5 µM. AID 1665;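 active = nuclear translocation activity above 50% at 5 µM, with a well cell count of 50 or more; inconclusive = wells under 50 cells across six images, flagged as toxic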;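 also: per-cell ratio of nuclear to cytoplasmic median beta-catenin stain intensity; plate controls were DMSO negative control for no effect and GSK-3 inhibitor IX positive control for full effect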
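Test system: human HeLa cell line; Doses: 5 µM primary, 0.02–20 µM confirmation; Incubation: 24 h compound exposure, 37°C; Detection: beta-catenin immunofluorescence imaging with DAPI; Read-out: beta-catenin nuclear/cytoplasmic ratio, % activation.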
NOD2 inhibition: inhibition of NOD2-driven NF-kB reporter – cell-based, luminescence, uHTS, HEK293 (AID 1566) | 0.63% of 290,000 active | one-dose inhibition, % at 4 µM; EC50 in µM for titrated hits | HEK293 NOD2/NF-kB luciferase reporter, luminescence; higher % means a stronger effect; in the data active = inhibition above about 50%; also: many of its hits are not listed in these tables
NOD1 inhibition: NOD1 signaling inhibitors, primary screen, cell-based, luminescence, uHTS (AID 1578); 1% of 290,000 active; one-dose inhibition, % at 4 µM; EC50 in µM for titrated hits; NOD1-driven NF-kB luciferase reporter cells, luminescence; higher % means a stronger effect; in the data active = inhibition mostly above about 36%, no sharp cut-off; inactive = mostly below about 34%;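 also: HEK-293T reporter cells stimulated with the NOD1 agonist gamma-tri-DAP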
Dynein transport: dynein cargo transport inhibition; 3617.4 mouse cells, GR-EGFP nuclear translocation imaging; test concentration mostly 20 µM; stimulated with dexamethasone, 1 µM; hits give low values; z-score, hits read low; 0.47% of 220,000 active;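 active = plate z-score of nuclear minus cytoplasmic receptor signal below a set negative limit, without overly bright fluorescence or cell loss, cut at about -3.5 in these data, passing the limit was not always enough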;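 also: z-score of nuclear minus cytoplasmic ring GR-EGFP intensity difference per well; some compounds called inactive have numbers as strong as hits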
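Schedule: 48 h induction, then 1 h compound, then 30 min agonist, 37 °C. Buffer or medium: tetracycline-free induction medium containing charcoal-stripped FBS. Reagent: 1.0 µM final dexamethasone stimulus. Evaluation: nuclear versus cytoplasmic GR-EGFP signal, averaged per well. Signal: high-content fluorescence imaging after fixation.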
Dynein transport cytoplasmic EGFP: also measured in Dynein transport; calls as there; z-score; measured here: cytoplasmic GR-EGFP intensity; hits give high values
Dynein transport nuclear GR-EGFP: further read-out of Dynein transport, marked with its call; z-score; measured here: nuclear GR-EGFP intensity;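 lower value marks the stronger effect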
Dynein transport cell count: recorded beside Dynein transport, whose call it bears; z-score; measured here: cell count per field
Insulin prom up cell count: also measured in Insulin prom up; calls as there; cell count; measured here: cytotoxicity, nuclei count;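 total cells summed across four imaged fields per well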
b-catenin transl cell count 5 µM: also measured in b-catenin transl; calls as there; cell count; measured here: cell count, cytotoxicity flag
MT stabilize HCS Hoechst-high %: recorded beside MT stabilize HCS, whose call it bears; % Hoechst-high responders; measured here: nuclear condensation Hoechst responders;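 share of cells brighter than vehicle mean plus two SD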
MT stabilize HCS cytotoxicity %: also measured in MT stabilize HCS; calls as there; toxicity, %; measured here: cytotoxicity by cell density;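 0% = mean cell density of plate MIN control wells and 100% = no cells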
Autophagy HCS cell loss 18 h: second read-out of Autophagy HCS, no call of its own (marks repeat the call); toxicity, %; measured here: cell loss, nuclei count;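 cell loss after 18 h compound exposure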
The depositor's hits bear a star; i = inactive; ? = inconclusive; . = not tested or not shown. Some of the compounds tested, so the mix of outcomes need not match the whole.

SMILES	P. falciparum M17LAP	Autophagy HCS	Autophagy HCS cell loss 18 h	MT stabilize HCS	MT stabilize HCS Hoechst-high %	MT stabilize HCS cytotoxicity %	Yfh1-depleted yeast	Insulin prom up	Insulin prom up cell count	b-catenin transl	b-catenin transl cell count 5 µM	NOD2 inhibition	NOD1 inhibition	Dynein transport	Dynein transport cytoplasmic EGFP	Dynein transport nuclear GR-EGFP	Dynein transport cell count
O=C(COc1ccc(S(=O)(=O)NC2CCCCC2)cc1Cl)NCc1cccnc1	0%	i	-6	2.2	2.3	6.4	i	.	.	.	.	18%	-6%	-0.0077	-0.24	-0.2	1.1
Cc1cc(C)c(NC(=O)c2ccoc2C)c(C)c1	7%	i	16	4.8	2.3	3.9	i	.	.	.	.	12%	-9%	-0.47	0.057	0.0024	1.5
O=S(=O)(/N=C(/c1ccc(F)cc1)N1CCCCC1)c1ccc(Cl)cc1	7%	i	9	3.8	4.3	7.5	i	-0.88	1512	0.4	1130	16%	-15%	-0.66	0.053	0.039	-0.15
CC(C)c1ccc2c(c1)C(c1cccs1)=NNC(c1ccncc1)=N2	-7%	i	-31	2.0	1.0	4.4	i	.	.	-1.7	1030	-25%	-18%	-0.18	0.23	0.18	0.14
COc1ccc(S(=O)(=O)NCCSc2ccccc2)cc1OC	-15%	i	1	2.1	1.5	8.6	i	-0.89	1949	-1.0	1031	-1%	-3%	0.053	0.26	0.27	-0.35
CC(=O)c1cccc(NC(=O)N2CCCC2C(=O)Nc2ccccc2C)c1 (stereo not given)	-7%	i	5	5.3	2.1	8.2	.	-0.01	1371	-8.6	1229	15%	-11%	0.24	-0.41	0.36	0.2
Cc1csc(NC(=O)CSc2nnc(-c3ccoc3C)n2CCc2ccccc2)n1	23%	i	16	4.0	3.0	13	i	-0.66	1197	3.9	706	9%	1%	-0.68	-0.15	0.019	0.031
O=C(NCC1CCCN(Cc2ccc3nonc3c2)C1)c1cccc(C(F)(F)F)c1 (stereo not given)	1%	i	5	3.0	3.4	7.9	i	-0.72	1752	1.3	1518	-28%	-21%	0.44	-0.25	0.45	-0.53
CCc1nnc(NC(=O)C2CCCN2S(=O)(=O)c2ccccc2)s1 (stereo not given)	5%	i	-9	5.2	1.4	9.7	i	0.83	1170	1.1	473	13%	-18%	-0.13	0.036	-0.019	1.5
O=C(CSc1nnnn1C1CCCC1)NCc1ccc2c(c1)OCO2	8%	i	-2	2.3	2.3	5.5	i	.	.	0.4	1100	-15%	-20%	-0.73	-0.24	-0.16	-0.5
COc1cc(C2C(C#N)=C(N)Oc3cc(C)n(CCN4CCOCC4)c(=O)c32)cc(OC)c1OC (stereo not given)	14%	i	0	3.2	1.5	9.4	i	.	.	-2.9	1252	4%	-27%	-0.49	0.35	-0.1	0.36
N#CCCn1cc(/C=N/NC(N)=S)c(-c2ccc(-c3ccccc3)cc2)n1	8%	i	-1	4.9	6.3	5.9	i	-0.34	1120	0.4	1114	14%	-8%	0.93	-0.21	0.82	-0.76
CCN1CCN(c2ncnc3c2cnn3-c2ccc(C)cc2C)CC1	-7%	.	.	.	.	.	i	-0.12	967	-1.7	1177	-5%	-5%	-0.82	-0.82	-0.16	0.33
O=C(Cn1c(-c2ccc(Cl)cc2)noc1=O)N1CCN(c2ccccc2F)CC1	2%	i	-16	1.6	1.4	5.8	i	-0.26	1186	-1.7	1401	0%	-37%	-0.35	-0.22	-0.072	0.13
COc1ccc(-n2c(Cc3cccn3C)nnc2SCC(=O)Nc2ccc3c(c2)OCO3)cc1	5%	i	11	4.7	2.0	11	i	-0.11	1447	1.1	1058	-7%	10%	1.8	0.21	1.4	-0.27

(further entries)
SMILES	P. falciparum M17LAP	Autophagy HCS	Autophagy HCS cell loss 18 h	MT stabilize HCS	MT stabilize HCS Hoechst-high %	MT stabilize HCS cytotoxicity %	Yfh1-depleted yeast	Insulin prom up	Insulin prom up cell count	b-catenin transl	b-catenin transl cell count 5 µM	NOD2 inhibition	NOD1 inhibition	Dynein transport	Dynein transport cytoplasmic EGFP	Dynein transport nuclear GR-EGFP	Dynein transport cell count
CC/C(=N\NC(=O)C1CC1)c1cccc(Cl)c1	0%	i	3	4.3	2.6	1.4	i	-0.44	1232	-1.7	1087	-12%	-31%	-0.39	-0.18	0.1	0.59
Cc1[nH]c2ccc(F)cc2c1CCN(Cc1ccncc1)C(=S)Nc1cccc(F)c1	-2%	i	0	2.0	3.3	10	i	-0.18	1137	0.5	1159	-17%	-8%	0.44	-0.33	-0.19	-0.3
CC(C)N(C(=O)COc1ccc(Br)cc1Cl)C(C)C	2%	i	-8	3.4	3.2	5.3	i	0.18	1213	-7.6	980	-3%	16%	0.64	-0.24	0.42	0.058
COc1cc(NC(=O)CN(c2ccc(C)cc2)S(=O)(=O)c2c(C)nn(C)c2C)cc(OC)c1	-6%	i	8	3.0	1.2	9.7	?	-0.43	1282	-1.7	841	21%	-10%	0.68	0.048	0.26	-0.92
Clc1ccc(NCc2nnc3n2CCCCC3)cc1	17%	i	0	5.5	2.4	8.5	i	1.1	916	-7.9	1302	1%	-9%	0.33	-0.13	0.23	-0.43
CCCCNC(=O)CSc1nc2cc(OC)c(OC)cc2c(=O)n1Cc1ccc(OC)cc1	3%	i	3	1.1	1.3	6.8	i	0	1459	0.3	1347	6%	7%	-1.2	0.0085	-0.53	0.46
O=C(CSc1nnc(C2COc3ccccc3O2)o1)N1CCOCC1 (stereo not given)	15%	i	0	3.1	2.6	9.5	i	0.83	1439	-7.2	1014	0%	-2%	0.92	-0.2	0.45	-0.16
CCc1ccc(Nc2cc(C(=O)NCCCN3CCOCC3)c3ccccc3n2)cc1	5%	i	12	3.3	3.4	11	.	0.16	906	4.8	1137	17%	-14%	-0.39	-0.15	0.063	0.27
CN(C)C(=O)c1cc(S(=O)(=O)N(C)C)c(Cl)cc1N1CCCC1	21%	i	-6	3.0	1.5	4.0	i	-0.42	1206	-3.8	1185	-1%	-15%	-0.31	0.054	-0.51	0.82
O=C(Nc1ccc2c(c1)OCO2)c1cc(-c2ccncc2)nc2ccccc12	5%	i	-5	11	32	27	i	0.07	1351	1.4	1124	4%	8%	-0.73	-0.15	-0.37	0.71
CCOC(=O)c1cnn2c(C)cc(-c3ccc(F)cc3)nc12	-21%	i	3	1.7	1.7	6.9	i	0.03	1220	-0.3	1153	-60%	-52%	-0.12	0.36	0.027	0.29
CCOc1ccccc1OCCCOc1ccc(C)cc1Br	13%	i	23	2.4	2.2	8.2	.	-0.04	1360	-0.3	1429	-23%	-45%	0.24	-0.15	0.85	1.1
O=C(CSCCc1ccccn1)Nc1cccnc1	8%	i	2	2.3	2.7	8.4	i	0.96	1472	-0.3	877	12%	2%	-0.66	-0.35	-0.21	0.19
O=C(NC1CC1)c1cc(-c2ccco2)nc2ccccc12	18%	.	.	.	.	.	i	-0.42	901	1.3	1293	5%	-6%	1.9	-0.2	1.9	-1.6
Cn1cnnc1SCC(=O)N/N=C/c1ccc(OCC(N)=O)cc1	.	.	.	.	.	.	.	.	.	2.1	1284	14%	-10%	-0.023	-0.21	0.53	-0.19
Cc1cc(C)c(OCC(=O)Nc2nnc(-c3ccco3)o2)c(C)c1	-4%	i	13	2.5	2.5	6.7	i	0.9	1209	3.0	1067	10%	-43%	0.77	-0.061	0.69	0.32
Cc1ccccc1NC(=O)c1c(C)[nH]c(=S)c(C#N)c1-c1ccc(Cl)cc1	12%	.	.	.	.	.	i	0.1	1209	-1.2	1317	10%	0%	0.41	-0.24	0.79	-0.27
COc1ccc(Br)c2oc(S)cc(=O)c12	6%	i	-44	3.9	3.8	13	i	2.2	1170	.	.	6%	-22%	-0.62	-0.26	0.087	0.55
